# TRb-SRC2 inh = qHTS for Inhibitors of the Interaction of Thyroid Hormone Receptor and Steroid Receptor Coregulator 2 | Thyroid hormone receptor beta (Homo sapiens), P10828 | TRbeta-SRC2 peptide binding, fluorescence polarization; receptor liganded with 1 µM T3 | Potency, µM (highest dose often 106 µM), for the others: at the highest dose activity change, negative = inhibition, usual class: inhibitors | actives 0.065% (n = 280,000) | AID 1469, 2008;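 also: plate controls were bound peptide for no effect and peptide without receptor for full effect; nearly all actives have a fitted effect of over 50% in size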
# Target sequence (P10828 whole entry, looked up): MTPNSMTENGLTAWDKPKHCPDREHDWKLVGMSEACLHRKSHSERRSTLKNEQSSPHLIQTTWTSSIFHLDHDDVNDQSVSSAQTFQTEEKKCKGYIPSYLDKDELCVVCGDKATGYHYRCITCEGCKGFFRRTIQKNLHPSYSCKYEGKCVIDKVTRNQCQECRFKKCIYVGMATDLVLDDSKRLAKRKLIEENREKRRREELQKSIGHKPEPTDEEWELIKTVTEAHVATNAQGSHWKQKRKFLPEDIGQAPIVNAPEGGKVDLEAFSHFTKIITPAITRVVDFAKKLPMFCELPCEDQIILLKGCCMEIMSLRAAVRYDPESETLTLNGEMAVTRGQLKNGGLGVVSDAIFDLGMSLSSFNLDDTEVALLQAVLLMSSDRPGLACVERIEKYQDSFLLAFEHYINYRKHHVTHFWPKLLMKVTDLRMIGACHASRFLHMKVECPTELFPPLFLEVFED
#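 A fluorescence polarization screen tested compounds at multiple concentrations against complex formation between 0.6 uM TRb ligand-binding domain and 20 nM Texas Red SRC2 peptide, with 1 uM T3 present; readout after 5 hr.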
# KDM4E inh = qHTS Assay for Inhibitors of Human Jumonji Domain Containing 2E (JMJD2E) | Lysine-specific demethylase 4E (Homo sapiens), B2RXH2 | JMJD2E catalytic domain, FDH-coupled NADH fluorescence (FDH is formaldehyde dehydrogenase) | Potency, µM (series often up to 57.1 µM), without a hit: top-dose activity change, negative = inhibition, usual class: inhibitors | actives 1.6% (n = 230,000) | AID 2147, 2009; active = well fitted inhibition curve with a large enough effect, not every such curve was filed as active; inconclusive = small, poorly fitted or top-dose-only effect, or another doubt; inactive = no such curve, though single readings can be large or run the other way;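 also: 0% = wells with enzyme and -100% = buffer wells without enzyme; nearly all actives have a fitted effect of over 50% in size; many of its hits are not listed in these tables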
# Target sequence (B2RXH2 1-337 limits assumed): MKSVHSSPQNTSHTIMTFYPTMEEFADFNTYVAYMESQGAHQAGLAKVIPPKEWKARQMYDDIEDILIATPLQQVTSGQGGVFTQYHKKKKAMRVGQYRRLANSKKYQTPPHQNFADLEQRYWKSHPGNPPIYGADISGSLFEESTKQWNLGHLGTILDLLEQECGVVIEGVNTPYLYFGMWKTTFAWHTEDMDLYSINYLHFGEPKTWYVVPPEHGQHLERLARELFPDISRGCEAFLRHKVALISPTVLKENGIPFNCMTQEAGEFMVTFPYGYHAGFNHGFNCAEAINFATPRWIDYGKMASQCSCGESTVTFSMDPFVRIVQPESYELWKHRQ
# SMN2 splice up = qHTS Assay for Enhancers of SMN2 Splice Variant Expression; Potency, µM (titrated, usually from 46.1 µM), inactives show top-dose activity change, positive = activation, hits mostly activators; HEK293 SMN2-luciferase splicing reporter, luminescence, 30-36 h; actives 2.8% (n = 210,000); AID 1458, 2008; also: % of control where 0% means no effect; nearly all actives have a fitted effect of over 55% in size
#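 qHTS luciferase splicing reporter: luminescence rises when SMN2 exon 7 is included in transfected HEK293 cells. Compound exposure lasted 30-36 h at 37C, with 4.5 mM final sodium butyrate as control, followed by a ONE-Glo read.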
# RECQ1 helicase = qHTS Assay for Inhibitors of RecQ-Like Dna Helicase 1 (RECQ1). ATP-dependent DNA helicase Q1 (Homo sapiens), P46063. Potency, µM (doses to about 57.3 µM), for the others: top-dose activity, negative = inhibition, hits mostly inhibitors. RECQ1 DNA unwinding, red fluorescence kinetic read. AID 2549, 2010. actives 0.54% (n = 240,000);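 also: plate controls were vehicle for no effect and no enzyme for full effect; nearly all actives have a fitted effect of over 30% in size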
#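 50 nM RECQ1T1 preincubated 15 min with compound in Tris pH 8.0 buffer with MgCl2, DTT, Tween-20 and 2.5 ug/ml poly(dI-dC); started with 200 nM TAMRA/BHQ-2 forked duplex and 2 mM ATP. Unwinding read as fluorescence (525/598 nm), two reads 2 h apart.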
# Lamin A splicing = qHTS Assay for Modulators of Lamin A Splicing. HeLa LMNA splicing GFP/RFP minigene ratio, 48 h. Potency, µM (series often up to 46.1 µM), for the others: at the highest dose ratio change, negative = inhibition, usual class: inhibitors. actives 0.01% (n = 200,000); active = well fitted inhibition curve with a large enough effect in the signal ratio, with a control signal flat, not every such curve was filed as active; inconclusive = small, poorly fitted or top-dose-only effect, or effect the other way, or a change in a side signal; the % refers to the signal ratio; also: % is scaled to controls: 0 for no effect and ±100 for the full control effect
#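 S3 HeLa cells stably expressing lamin A-EGFP splicing minigene plus DsRed2, 600 cells/well, 48 h compound exposure at 37C. Laser-scanning cytometry; analysed as GFP (500-530 nm)/RFP (575-640 nm) total intensity ratio; 0.5% DMSO vehicle.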
# ALDH1A1 inh = qHTS Assay for Inhibitors of Aldehyde Dehydrogenase 1 (ALDH1A1); Aldehyde dehydrogenase 1A1 (Homo sapiens), P00352; Purified ALDH1A1, NADH fluorescence, propionaldehyde substrate; Potency, µM (titrated, usually from 75.3 µM), inactives show at the highest dose activity, negative = inhibition, hits mostly inhibitors; actives 7.3% (n = 220,000); AID 1030, 2008; active = well fitted inhibition curve with a large enough effect, not every such curve was filed as active; inconclusive = small, poorly fitted or top-dose-only effect, or another doubt; inactive = no such curve, though single readings can be large or run the other way;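 also: plate controls were no enzyme wells and a reference inhibitor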
# GoLoco inh red = qHTS Assay for Inhibitors of RGS12 GoLoco Motif Activity (Red Fluorophore). Guanine nucleotide-binding protein G(i) subunit alpha-1 (Homo sapiens), P63096. Gai1:RGS12 GoLoco peptide FP, rhodamine, 10 min. Potency, µM (doses to about 61.6 µM), inactives show top-dose activity, negative = inhibition, usual class: inhibitors. actives 0.44% (n = 230,000); active = well fitted inhibition curve with a large enough effect, not every such curve was filed as active; inactive = no such curve, though single readings can be large or run the other way; also: % is scaled to controls: 0 for no effect and ±100 for the full control effect; nearly all actives have a fitted effect of over 30% in size; many of its hits are not listed in these tables
# TR SRC2 fluor cs = Total Fluorescence Counterscreen for Inhibitors of the Interaction of Thyroid Hormone Receptor and Steroid Receptor Coregulator 2; TRb/SRC2 Texas Red total fluorescence interference; AID 1479, 2009; Potency, µM (series often up to 106 µM), inactives show at the top dose fluorescence change, negative = quenching; actives 0.29% (n = 280,000); active = well fitted curve in either direction with a large enough effect; inconclusive = small, poorly fitted or top-dose-only effect; also: % is scaled to controls: 0 for no effect and ±100 for the full control effect
#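 Flags fluorescent or light-absorbing compounds by total fluorescence, S + 2P, at 555 nm excitation and 632 nm emission. Mixture: 20 nM Texas Red SRC2 peptide, 0.6 uM human TRb LBD, 1 uM T3, 5% DMSO; compound exposure 5 h at ambient temperature.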
# Numbers without * were called inactive; i = inactive; ? = inconclusive; . = not tested or not shown; [ ] = another dose, or the depositor's remark. Unless noted, calls follow the shape of the dose curve; as a rule, active = well fitted curve in the direction sought with a large enough effect; inconclusive = small, poorly fitted or top-dose-only effect, or another doubt; inactive = no such curve, though single readings can be large; an effect the other way counts as inactive or inconclusive. Potency is read from the fitted curve at half-maximal effect. The list is partial; rates above refer to the full screens.
SMILES,TRb-SRC2 inh,KDM4E inh,SMN2 splice up,RECQ1 helicase,Lamin A splicing,ALDH1A1 inh,GoLoco inh red,TR SRC2 fluor cs
CNc1nc(N)c([N+](=O)[O-])c(Nc2cccc(F)c2)n1,0%,9%,.,-7%,.,.,5%,-2%
Cc1noc(NS(=O)(=O)c2ccc(N/C=C\C(=O)c3cccs3)cc2)c1C,4%,-19%,-2%,?,15%[46 µM],23%,2%,-9%
CCCCCOc1ccc(NC(=O)CSc2cccc3cccnc23)cc1,10%,?,-16%,-1%,-6%,?,-8%,4%
C/C(=N\NC(=S)NC1CCCCC1)c1ccc(O)cc1,-1%,1%,11%,-6%,-23%[46 µM],14µM*,9%,-2%
CCOc1ccc(N2C(=O)CC(N(CCc3ccc(OC)cc3)C(=O)/C=C/C(=O)O)C2=O)cc1 (stereo not drawn),5%,2%,10%,i,-2%[46 µM],-5%,11%,-3%
NC(=O)c1ccsc1NC(=O)COC(=O)Cc1ccsc1,-2%,-8%,-7%,i,-9%,15%,-15%,3%
COc1ccc2nc(SCC(=O)NCC(F)(F)F)[nH]c2c1,1%,-1%,17%,-16%,-7%[46 µM],3%,3%,-7%
CCOC(=O)N1CCN(c2ncnc3c2oc2nc(C(C)C)c4c(c23)CCC4)CC1,11%,2%,-11%,-10%,9%,1µM*,-2%,0%
COCCCNC(=O)CN1C(=O)/C(=C\c2ccc(C)cc2)Sc2ccccc21,9%,0%,-15%,-10%,-13%,5%,9%,-1%
Cc1ccc(NC(=O)CSCC(=O)Nc2ncc3c(n2)CC(c2ccco2)CC3=O)cc1 (stereo not drawn),-1%,-1%,-10%,-6%,20%,4µM*,-5%,-2%
CN(NC(=O)C1CC(=O)N(c2ccccc2)C1)C1=NS(=O)(=O)c2ccccc21 (stereo not drawn),4%,-19%,-10%,0%,13%[46 µM],22%,2%,-6%
CCOC(=O)c1c(-c2ccccc2)cn2ccccc12,0%,?,-13%,-6%,11%,?,-5%,0%
CCOc1ccc(C2C=C(c3ccc(C)cc3)Nc3nnnn32)cc1 (stereo not drawn),0%,?,-9%,-15%,?,-8%,11%,1%
COCCNC(=O)/C(C#N)=C/c1ccc(OCc2ccc(F)cc2)cc1,-20%,-10%,18%,6%,.,-8%,-6%,-3%
Cc1c(C(=O)Nc2nc3ccccc3[nH]2)cccc1[N+](=O)[O-],6%,1%,20µM*,-15%,-8%,-3%,0%,-6%
Cc1ccc(COc2ccc(Br)cc2/C=N/O)cc1,-4%,0%,10%,?,?,?,3%,-5%
COc1ccc(C(=O)/C=C/C(=O)N(Cc2ccc(F)cc2)C(C(=O)NC2CCCCC2)c2ccncc2)c(O)c1 (stereo not drawn),-4%,-26%,-19%,-9%,?,-5%,10%,-1%
Cc1cc(C2(c3cc(C)c(NC(=O)CN4CCOCC4)c(C)c3)CCCCC2)cc(C)c1NC(=O)CN1CCOCC1,-6%,4%,13%,i,-2%,7%,0%,1%
COc1cccc(/C=C(/C#N)c2ccc(Cl)cc2)c1OCc1cccc(C(=O)O)c1,-2%,?,.,0%,.,-8%,7%,-5%
CCCCCc1nnc(NS(C)(=O)=O)s1,-3%,1%,12%,0%,-5%,6%,-1%,1%
Cn1c(=O)c2c(nc(N3CCCCC3)n2CCCNC2=NCCCC2)n(C)c1=O,3%,8%,-7%,-6%,-10%,4%,5%,-1%
COc1ccc(-c2cc(CNS(=O)(=O)c3ccc(F)cc3)on2)cc1,1%,2%,-54%[inhibitor],-1%,32%[9.22 µM],-3%,-1%,-1%
Cc1ccc(N2CCN(CCc3nc4cc(NS(C)(=O)=O)ccc4n3C)CC2)cc1,2%,-17%,-56%[inhibitor],-9%,?,5%,3%,-2%
COCCn1c(=O)c(C)nc2cnc(OCc3ccccc3)nc21,.,.,-4%,-4%,.,9%,4%,.
CCCCC1(C(=O)OCC)CC(CN2CCOCC2)OC1=O (stereo not drawn),10%,6%,10%,13%,9%,2%,-10%,1%
COc1cc(CCCN2C(=O)C(=O)NC[C@@H]2CCCCN)cc(OC)c1OC,4%,-1%,.,i,.,.,0%,-1%
Cc1cc(Nc2nc3ccccc3nc2Cl)n(-c2ccccc2C)n1,-11%,-1%,-18%,-1%,?,-7%,2%,-2%
COC(=O)c1cc(NC(=O)CC2NCCNC2=O)cc(C(=O)OC)c1 (stereo not drawn),-1%,0%,-19%,-1%,0%,-11%,13%,-2%
COc1cccc(NC(=O)N2CCN(c3nnnn3-c3ccccc3)CC2)c1,0%,4%,-28%,-16%,0%[46 µM],6.3µM*,-3%,-2%
COc1ccc(C(=O)CSc2nc3ccc([N+](=O)[O-])cc3[nH]2)cc1,4%,8%,.,-8%,-6%,?,.,-4%

# Ten of the compounds above, tab-delimited.
Compound	TRb-SRC2 inh	KDM4E inh	SMN2 splice up	RECQ1 helicase	Lamin A splicing	ALDH1A1 inh	GoLoco inh red	TR SRC2 fluor cs
Cc1cc(C2(c3cc(C)c(NC(=O)CN4CCOCC4)c(C)c3)CCCCC2)cc(C)c1NC(=O)CN1CCOCC1	-6%	4%	13%	i	-2%	7%	0%	1%
COc1cccc(/C=C(/C#N)c2ccc(Cl)cc2)c1OCc1cccc(C(=O)O)c1	-2%	?	.	0%	.	-8%	7%	-5%
CCCCCc1nnc(NS(C)(=O)=O)s1	-3%	1%	12%	0%	-5%	6%	-1%	1%
Cn1c(=O)c2c(nc(N3CCCCC3)n2CCCNC2=NCCCC2)n(C)c1=O	3%	8%	-7%	-6%	-10%	4%	5%	-1%
COc1ccc(-c2cc(CNS(=O)(=O)c3ccc(F)cc3)on2)cc1	1%	2%	-54%[inhibitor]	-1%	32%[9.22 µM]	-3%	-1%	-1%
Cc1ccc(N2CCN(CCc3nc4cc(NS(C)(=O)=O)ccc4n3C)CC2)cc1	2%	-17%	-56%[inhibitor]	-9%	?	5%	3%	-2%
COCCn1c(=O)c(C)nc2cnc(OCc3ccccc3)nc21	.	.	-4%	-4%	.	9%	4%	.
CCCCC1(C(=O)OCC)CC(CN2CCOCC2)OC1=O (stereo not drawn)	10%	6%	10%	13%	9%	2%	-10%	1%
COc1cc(CCCN2C(=O)C(=O)NC[C@@H]2CCCCN)cc(OC)c1OC	4%	-1%	.	i	.	.	0%	-1%
Cc1cc(Nc2nc3ccccc3nc2Cl)n(-c2ccccc2C)n1	-11%	-1%	-18%	-1%	?	-7%	2%	-2%

# New compounds follow.
SMILES,TRb-SRC2 inh,KDM4E inh,SMN2 splice up,RECQ1 helicase,Lamin A splicing,ALDH1A1 inh,GoLoco inh red,TR SRC2 fluor cs
O=C1CC(c2ccccc2Cl)Cc2c1cnn2-c1nc2ccccc2s1 (stereo not drawn),5%,-3%,.,-1%,-6%,3%,.,-3%
CC(C)(C)NC(=O)C(c1ccccc1)N(Cc1cccs1)C(=O)c1csnn1 (stereo not drawn),0%,-8%,-3%,2%,4%,7%,-4%,-3%
CC(C)CNC(=O)CO/N=C/c1ccccc1Cl,-2%,8%,-7%,i,-9%[46 µM],2%,1%,-6%
C=CCSc1nc(=O)n2ccc(C)cc2n1,-3%,1%,.,1.6µM*,.,-9%,40%[activator],1%
Cc1ccc(CN(c2ccc(C(=O)NCc3cccnc3)cc2)S(C)(=O)=O)cc1,-3%,6%,-41%[inhibitor],-5%,?,8%,2%,-1%
Cc1ccc(OCCOc2ccc(Br)cc2)c([N+](=O)[O-])n1,1%,-13%,11µM*,3%,?,?,-6%,-2%
c1ccc(CNc2c3c(nc4ncnn24)CCC3)cc1,1%,11%,.,1%,.,.,6%,-2%
Cc1ccc(CSc2nc3ccccc3c(=O)n2Cc2ccco2)cc1,-8%,-9%,-49%[inhibitor],-4%,?,-10%,4%,2%
CN(C)C(CNC(=S)Nc1ccccc1)c1cccnc1 (stereo not drawn),2%,3%,0%,-3%,-20%,12%,18%,5%
CN1CCN(c2ncc3nc(-c4ccc(F)cc4)c(=O)n(Cc4cccs4)c3n2)CC1,.,.,.,-2%,?,?,4%,.
c1n[nH]c(NC2=NCCC2)n1,1%,-5%,-12%,-2%,-5%,5%,-7%,3%
COc1ccc(CSc2nc(C)cc(=O)[nH]2)cc1Br,-11%,-3%,5%,i,?,4%,-1%,2%
CC(OC(=O)c1ccc(Cl)c(S(=O)(=O)Nc2ccc(F)cc2)c1)C(=O)NC(N)=O (stereo not drawn),0%,0%,.,-2%,12%[46 µM],-6%,-11%,-2%
O=C(c1cc(F)ccc1F)C1CCCN(C(=O)c2cccs2)C1 (stereo not drawn),5%,1%,.,-2%,.,-4%,-7%,-3%
CC(OC(=O)COc1ccccc1[N+](=O)[O-])C(=O)Nc1ccc(N2CCOCC2)cc1 (stereo not drawn),-1%,-12%,-26%,8%,.,8%,-2%,-4%
CCn1cc(C(=O)NCc2ccccc2Cl)cn1,-2%,-2%,-21%,6%,?,7%,3%,-4%
COc1ccc(OC(C)C(=O)N2CCCc3ccccc32)cc1 (stereo not drawn),-1%,-1%,-8%,i,-11%[46 µM],1%,6%,0%
COC(=O)CSc1nc(SCc2ccccc2Cl)nc2c1CCCC2,-7%,-3%,16%,-2%,-15%,-15%,-1%,-5%
